ERG Ets-DNA blk – qHTS for Small Molecule Inhibitors of the ERG Ets/DNA interaction. Transcriptional regulator ERG (Homo sapiens), P11308. fluorescence polarization, His-ERG Ets domain / labelled DNA. Potency, µM (highest dose often 76.9 µM), for the others: at the top dose FP activity, negative = inhibition, actives largely listed as inhibitors. 370,000 tested, 0.028% active; active = well fitted inhibition curve with a large enough effect in the polarisation, with a control signal flat; inconclusive = small, poorly fitted or top-dose-only effect, or effect the other way, or a change in a side signal; inactive = no such curve, though single readings can be large or run the other way; the % refers to the polarisation;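 also: polarization taken with two DNA probes labelled with fluorescein and Texas red; potency is read from the fitted curve at half-maximal effect; % of control where 0% means no effect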
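His-tagged ERG Ets domain (1 uM in the protein solution; 300mM KCl, 50mM Tris-HCl, 1mM EDTA, 1mM DTT, pH 7.5) received compound, then a probe mix of 5 nM fluorescein-DNA and 100nM Texas-615-DNA. Fluorescence polarization was read for both dyes.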
POLB inh – qHTS Assay for Inhibitors of DNA Polymerase Beta. 340,000 tested, 1.3% active. AID 485314, 2010. Pol beta primer extension/strand displacement, fluorescence kinetic. Potency, µM (doses to about 114 µM), inactives show top-dose activity change, negative = inhibition, most hits filed as inhibitors; also: potency is read from the fitted curve at half-maximal effect; % is scaled to controls: 0 for no effect and ±100 for the full control effect
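Values derive from four-parameter Hill fits of normalized kinetic data: reads at 0 and 10 min following addition of 50 nM substrate to 10 nM Pol beta preincubated 15 min with compound.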
APEX1 inh – qHTS Assay for Inhibitors of the Human Apurinic/apyrimidinic Endonuclease 1 (APE1); DNA repair nuclease/redox regulator APEX1 (Homo sapiens), P27695; recombinant APE1, TAMRA/BHQ-2 abasic DNA cleavage fluorescence; Potency, µM (doses to about 65.8 µM), for inactives: at the top dose activity change, negative = inhibition, most hits filed as inhibitors; 350,000 tested, 0.35% active; AID 2517, 2012;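 also: potency is read from the fitted curve at half-maximal effect; plate controls were vehicle for no effect and reference inhibitor for full effect; nearly all actives have a fitted effect of over 55% in size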
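Quantitative HTS: incision of a TAMRA/BHQ-2 double-stranded substrate bearing a tetrahydrofuran abasic site by 0.75 nM APE1 raises fluorescence. Substrate 50 nM final, added after 15 min compound preincubation at room temperature; progress as third-minus-first kinetic read difference.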
12-LOX inh – Primary qHTS assay for inhibitors of human arachidonate 12S-lipoxygenase (ALOX12): Round 2; 580,000 tested, 1.1% active; Potency, µM (highest dose often 108 µM), inactives show at the top dose activity change, negative = inhibition, usual class: inhibitors; purified 12hLO, xylenol orange hydroperoxide absorbance; Polyunsaturated fatty acid lipoxygenase ALOX12 (Homo sapiens), P18054; also: potency is read from the fitted curve at half-maximal effect; % is scaled to controls: 0 for no effect and ±100 for the full control effect
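Purified human 12hLO (150 nM final) in 25 mM Hepes, 0.01% Triton X-100, pH 7.0 was preincubated 15 min at room temperature with compound. Then 40 uM arachidonic acid was added, 30 min. Hydroperoxide was read by Fe-XO absorbance ratio 573/405 nm.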
POLK inh – qHTS for Inhibitors of Polymerase Kappa; 400,000 tested, 0.53% active; AID 588579, 2011; Potency, µM (highest dose often 107 µM), for inactives: at the highest dose activity, negative = inhibition, actives largely listed as inhibitors; purified Pol kappa, fluorescent DNA synthesis assay, 10 min; also: potency is read from the fitted curve at half-maximal effect; % is scaled to controls: 0 for no effect and ±100 for the full control effect
Target sequence (Q9UBT6 whole entry, looked up): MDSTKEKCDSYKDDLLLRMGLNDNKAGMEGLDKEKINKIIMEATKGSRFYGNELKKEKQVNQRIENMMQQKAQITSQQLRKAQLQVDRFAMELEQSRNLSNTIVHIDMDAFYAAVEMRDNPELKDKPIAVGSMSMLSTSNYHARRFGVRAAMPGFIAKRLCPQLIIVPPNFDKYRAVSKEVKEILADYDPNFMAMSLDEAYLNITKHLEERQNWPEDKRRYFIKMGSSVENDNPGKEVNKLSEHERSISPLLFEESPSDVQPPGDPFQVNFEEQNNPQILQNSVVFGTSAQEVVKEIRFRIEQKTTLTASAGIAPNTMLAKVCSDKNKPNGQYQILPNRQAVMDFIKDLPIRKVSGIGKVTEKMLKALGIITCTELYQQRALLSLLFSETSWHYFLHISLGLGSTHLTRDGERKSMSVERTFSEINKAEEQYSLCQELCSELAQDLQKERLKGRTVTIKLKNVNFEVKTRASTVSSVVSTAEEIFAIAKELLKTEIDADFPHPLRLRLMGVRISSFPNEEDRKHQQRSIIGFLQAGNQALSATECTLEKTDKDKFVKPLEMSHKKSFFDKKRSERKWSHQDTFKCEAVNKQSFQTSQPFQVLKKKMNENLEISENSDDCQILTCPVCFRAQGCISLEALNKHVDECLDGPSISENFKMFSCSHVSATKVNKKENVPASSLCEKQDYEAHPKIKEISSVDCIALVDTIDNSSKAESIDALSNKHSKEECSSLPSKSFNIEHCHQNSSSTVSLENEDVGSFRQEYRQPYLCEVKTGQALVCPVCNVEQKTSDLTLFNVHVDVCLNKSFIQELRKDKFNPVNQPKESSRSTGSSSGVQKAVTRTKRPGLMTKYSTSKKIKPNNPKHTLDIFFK
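Kinetic fluorescence readout at 0 and 10 min followed reaction start with substrate at 50 nM final. Beforehand, enzyme (10 nM Pol kappa) stood 15 min with compound at room temperature; buffer-only wells were negative controls.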
Anesthetic bind – qHTS Assay for Identification of Novel General Anesthetics. Ferritin light chain (Equus caballus), P02791. apoferritin/1-aminoanthracene competitive binding, fluorescence. Potency, µM (highest dose often 77.5 µM), without a hit: at the highest dose activity change, negative = displacement, usual class: inhibitors. 350,000 tested, 0.074% active; also: potency is read from the fitted curve at half-maximal effect; % is scaled to controls: 0 for no effect and ±100 for the full control effect; nearly all actives have a fitted effect of over 20% in size
Target sequence (P02791 2-175 limits assumed): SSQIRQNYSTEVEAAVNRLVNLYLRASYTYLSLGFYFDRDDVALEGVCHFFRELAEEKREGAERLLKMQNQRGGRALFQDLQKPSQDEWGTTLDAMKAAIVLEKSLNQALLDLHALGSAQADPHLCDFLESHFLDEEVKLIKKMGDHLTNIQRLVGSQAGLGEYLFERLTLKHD
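Steps: apoferritin (10 uM) was premixed with half-saturated 1-AMA in PBS, compounds were pin-transferred, plates stood 10 min at room temperature, fluorescence was read at 380/535 nm, and curves were fitted with a Hill equation.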
BLM inh – qHTS Assay for Inhibitors of Bloom's syndrome helicase (BLM); 350,000 tested, 0.2% active; recombinant BLM DNA unwinding, fluorescence dequenching; Potency, µM (titrated, usually from 56.1 µM), for inactives: top-dose activity change, negative = inhibition, usual class: inhibitors; RecQ-like DNA helicase BLM (Homo sapiens), P54132;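 also: potency is read from the fitted curve at half-maximal effect; plate controls were vehicle for no effect and no enzyme for full effect; nearly all actives have a fitted effect of over 35% in size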
TRHR agonist – qHTS for Small Molecule Agonists and Allosteric Enhancers of Human TRH Receptor: Primary Screen for Agonists. 360,000 tested, 0.18% active. TRHR cells, calcium flux fluo-8, FDSS agonist mode. activation, % at 2 µM; in the data active = activation above about 30%; also: 0% is about no effect
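Read-out: compound-evoked intracellular calcium rise in TRHR cells, fluo-8 dye, kinetic FDSS fluorescence at 1 s/cycle following a 10-cycle baseline. Cells cultured overnight before dye loading (30 min–1.5 h, RT).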
Pol iota inh – qHTS for Inhibitors of Polymerase Iota; Pol iota fluorescent replication assay, 10 min; Potency, µM (top dose mostly 115 µM), for inactives: at the highest dose activity, negative = inhibition, actives largely listed as inhibitors; 390,000 tested, 1% active; AID 588590, 2011; also: potency is read from the fitted curve at half-maximal effect
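Pol iota at 10 nM preincubated 15 min with compounds at room temperature; reaction started with fluorescent substrate, 50 nM final. Fluorescence read kinetically at 0 and 10 min; buffer-only wells as negative control.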
The depositor's hits bear a star; [ ] = another dose, or the depositor's remark. Unless noted, calls follow the shape of the dose curve; as a rule, active = well fitted curve in the direction sought with a large enough effect; inconclusive = small, poorly fitted or top-dose-only effect, or another doubt; inactive = no such curve, though single readings can be large; an effect the other way counts as inactive or inconclusive. An excerpt. The share of hits here may be higher or lower than overall.

Results for CCOC(=O)CCC(NC(=O)CCCCCCCC(=O)NC(CCC(=O)OCC)C(=O)OCC)C(=O)OCC (stereo not drawn) ?
ERG Ets-DNA blk: -15.2%; POLB inh: 23.5%; APEX1 inh: 4.2%; 12-LOX inh: 15.2%; POLK inh: -18.5%; Anesthetic bind: -1.4%; BLM inh: 5.4%; TRHR agonist: 0.0; Pol iota inh: 8.6%

What do the screens show for `O=C(CSC(=S)N1CCOCC1)Nc1ccc(S(=O)(=O)Nc2ncccn2)cc1`?
ERG Ets-DNA blk: -5.0%; POLB inh: 7.5%; APEX1 inh: 2.0%; 12-LOX inh: -7.5%; POLK inh: -12.4%; Anesthetic bind: 9.0%; BLM inh: -0.9%; TRHR agonist: -0.4; Pol iota inh: inconclusive

Results for CC(C)(C)NC(=O)CSc1nnc(Cc2ccccc2)n1CC1CCCO1 (stereo not drawn) ?
ERG Ets-DNA blk: -2.2%; POLB inh: -19.1%; APEX1 inh: -3.2%; 12-LOX inh: -4.1%; POLK inh: -7.3%; Anesthetic bind: -13.8%; BLM inh: -2.6%; TRHR agonist: -0.9; Pol iota inh: 10.9%

How did CCOC(=O)C(C)NC(=O)CCc1nnc2ccc(N3CCC(C)CC3)nn12 (stereo not drawn) do in these assays?
ERG Ets-DNA blk: -5.4%; POLB inh: 62.4%; APEX1 inh: -15.7%; 12-LOX inh: -1.4%; POLK inh: 10.0%; Anesthetic bind: -18.0%; BLM inh: 0.3%; TRHR agonist: -1.8; Pol iota inh: 22.0%

Results for Cc1cc(C)c(S(=O)(=O)N2CCN(Cc3nc4ccc(C)cc4o3)CC2)c(C)c1 ?
ERG Ets-DNA blk: 0.6%; POLB inh: -24.6%; 12-LOX inh: inconclusive; POLK inh: -4.4%[60.1 µM]; Anesthetic bind: 35.3%[activator]; BLM inh: -9.3%; TRHR agonist: 0.0; Pol iota inh: 30.2%[activator]

What do the screens show for `COc1ccc(NC(=O)N2CCN(C(=O)Nc3ccc(OC)cc3)CC2)cc1`?
ERG Ets-DNA blk: 0.8%; POLB inh: -11.5%; APEX1 inh: -0.2%; 12-LOX inh: 23.8%; POLK inh: 12.2%; Anesthetic bind: -3.7%; BLM inh: -3.8%; TRHR agonist: 0.1; Pol iota inh: 11.9%

How did CNC(=S)N(CCc1c(C)[nH]c2ccc(C)cc12)Cc1cccnc1 do in these assays?
ERG Ets-DNA blk: -5.5%; POLB inh: -0.5%; APEX1 inh: -10.7%; 12-LOX inh: -26.9%; POLK inh: 1.1%; Anesthetic bind: -12.9%; BLM inh: -2.5%; TRHR agonist: -0.7; Pol iota inh: 16.9%

How did CCCN(CCC)c1nc(Cl)nc(NCc2ccco2)n1 do in these assays?
ERG Ets-DNA blk: -1.6%; POLB inh: -2.1%; APEX1 inh: 1.7%; 12-LOX inh: -3.4%; POLK inh: -20.3%; Anesthetic bind: -13.8%; BLM inh: -4.9%; TRHR agonist: -0.2; Pol iota inh: 4.9%

How did CCC(=O)Nc1ccccc1-c1nc2ccccc2n(CC(=O)Nc2ccc(C)c(C)c2)c1=O do in these assays?
ERG Ets-DNA blk: -5.5%; POLB inh: 11.7%; 12-LOX inh: -23.8%; POLK inh: -1.2%; Anesthetic bind: -13.9%; BLM inh: -0.8%; TRHR agonist: 0.1; Pol iota inh: 27.8%

What do the screens show for `CCN(C(=O)C1CSC2(C)CCC(=O)N12)c1nc2c(C)cccc2s1` (stereo not drawn)?
APEX1 inh: 13.7%; 12-LOX inh: -15.3%; POLK inh: -0.3%; TRHR agonist: 0.4; Pol iota inh: 8.8%

What do the screens show for `CCNC(=O)COC(=O)c1cc(S(=O)(=O)N2CCCc3ccccc32)ccc1Cl`?
ERG Ets-DNA blk: -5.6%; POLB inh: 2.5%; APEX1 inh: -3.8%; 12-LOX inh: -25.9%; POLK inh: -6.4%; Anesthetic bind: 4.5%; BLM inh: -3.1%; TRHR agonist: -1.1; Pol iota inh: 19.4%

How did CCC(C)n1cnc2c(=O)oc3ccccc3c21 (stereo not drawn) do in these assays?
POLB inh: 3.3%; APEX1 inh: 9.0%; 12-LOX inh: -6.0%; POLK inh: -0.9%; Anesthetic bind: -4.5%; BLM inh: 0.9%; TRHR agonist: 0.2; Pol iota inh: 17.6%

Results for Cc1ccc(CCNS(=O)(=O)c2cnc[nH]2)cc1 ?
ERG Ets-DNA blk: -2.9%; POLB inh: 33.3%; APEX1 inh: 3.4%; 12-LOX inh: -2.9%; POLK inh: -1.3%; Anesthetic bind: 4.0%; BLM inh: -1.3%; TRHR agonist: 0.2; Pol iota inh: 15.4%

How did O=C(C[C@H]1C/C=C/CC[C@@H](Cc2ccc(F)cc2)C(=O)O[C@@H](c2ccccc2)CNC1=O)NCCO do in these assays?
ERG Ets-DNA blk: 1.6%; APEX1 inh: 5.9%; 12-LOX inh: -3.2%; POLK inh: -10.4%; Pol iota inh: -6.7%

Results for CCN(CC)CCCC(C)NC(=O)c1cc(=O)c2ccccc2o1 (stereo not drawn) ?
ERG Ets-DNA blk: 1.2%; POLB inh: 18.5%; APEX1 inh: 3.5%; 12-LOX inh: inconclusive; POLK inh: 7.4%; Anesthetic bind: 0.0%; BLM inh: 1.5%; TRHR agonist: 0.1; Pol iota inh: 67.2%[activator]

How did O=C(O)COc1ccccc1Cc1ccccc1 do in these assays?
ERG Ets-DNA blk: -1.6%; POLB inh: 29.0%; APEX1 inh: 0.1%; 12-LOX inh: 0.0%; POLK inh: -14.9%; Anesthetic bind: -14.7%; BLM inh: -1.6%; TRHR agonist: 0.1; Pol iota inh: 2.7%

What do the screens show for `O=C(CSc1nc(O)c(C2CCCCC2)c(=O)[nH]1)Nc1ccc(F)cc1`?
ERG Ets-DNA blk: 5.8%; POLB inh: -24.5%; APEX1 inh: 35.0%; 12-LOX inh: -1.0%; POLK inh: -2.5%; Anesthetic bind: -5.9%; BLM inh: -2.9%; TRHR agonist: 0.0; Pol iota inh: 48.5%[activator]

How did Cc1cccnc1NC(=O)c1ccc2c(c1)NC(=O)C(C)S2 (stereo not drawn) do in these assays?
ERG Ets-DNA blk: -4.2%; APEX1 inh: 17.0%; 12-LOX inh: -20.1%; POLK inh: 0.1%; TRHR agonist: 0.2; Pol iota inh: 25.9%

What do the screens show for `CC(CNC(=O)CCCn1c(=O)c2cccn2c2ccc(F)cc21)c1ccccc1` (stereo not drawn)?
ERG Ets-DNA blk: 0.1%; POLB inh: -9.2%; 12-LOX inh: -11.7%; POLK inh: -6.3%; Anesthetic bind: -3.9%; BLM inh: -12.3%; TRHR agonist: -0.1; Pol iota inh: 39.2%[activator]

How did COc1ccc(C(=O)Nc2ccc3ccccc3n2)c(OC)c1OC do in these assays?
ERG Ets-DNA blk: 5.7%; POLB inh: 1.9%; APEX1 inh: 1.7%; 12-LOX inh: 0.0%; POLK inh: -1.8%; Anesthetic bind: -11.1%; BLM inh: -4.1%; TRHR agonist: 0.1; Pol iota inh: 25.5%

What do the screens show for `CN(C)S(=O)(=O)c1cccc(NC(=O)CN2C(=O)C3C4C=CC(C4)C3C2=O)c1` (stereo not drawn)?
ERG Ets-DNA blk: -4.5%; POLB inh: 12.5%; APEX1 inh: 5.6%; 12-LOX inh: 10.2%; POLK inh: -6.2%; Anesthetic bind: -14.1%; BLM inh: 2.3%; TRHR agonist: 0.7; Pol iota inh: 10.0%

How did COc1ccc(CCNC(=O)C2CCCN(C(=O)c3ccc(Cl)cc3)C2)cc1 (stereo not drawn) do in these assays?
ERG Ets-DNA blk: -12.3%; POLB inh: -25.7%; APEX1 inh: 45.4%; 12-LOX inh: -14.8%; POLK inh: -10.8%; Anesthetic bind: -3.1%; BLM inh: -3.0%; TRHR agonist: -0.9; Pol iota inh: -9.2%

How did CCOC(=O)NC(=O)CSc1ccc2ccccc2n1 do in these assays?
ERG Ets-DNA blk: -1.6%; POLB inh: 15.3%; APEX1 inh: -1.3%; 12-LOX inh: -1.6%; POLK inh: -10.9%; Anesthetic bind: -11.8%; BLM inh: 1.6%; TRHR agonist: 2.9; Pol iota inh: 21.4%

Results for COc1ccc(C(CNC(=O)c2cccc(S(=O)(=O)Nc3ccc(F)cc3)c2)N2CCOCC2)cc1 (stereo not drawn) ?
ERG Ets-DNA blk: -4.9%; 12-LOX inh: 9.5%; POLK inh: -11.3%; Pol iota inh: -6.7%

Results for COc1ccc(NC(=O)CCCCn2c(=O)[nH]c3ccccc3c2=O)cc1 ?
ERG Ets-DNA blk: 6.0%; POLB inh: 15.5%; APEX1 inh: -3.7%; 12-LOX inh: 0.0%; POLK inh: -2.0%; Anesthetic bind: 124.2%[activator]; BLM inh: 0.0%; TRHR agonist: -0.5; Pol iota inh: 8.2%

How did N#Cc1cn(CC(=O)O)c2ccccc12 do in these assays?
ERG Ets-DNA blk: -4.7%; POLB inh: -1.5%; APEX1 inh: 16.4%; 12-LOX inh: 0.0%[57.4 µM]; POLK inh: -13.7%; Anesthetic bind: -13.0%; BLM inh: -1.5%; TRHR agonist: -0.2; Pol iota inh: inconclusive

Results for O=C(CCCc1ccccc1)Nc1nccs1 ?
ERG Ets-DNA blk: 5.3%; 12-LOX inh: 70.0%[activator]; POLK inh: -0.6%; Pol iota inh: -1.3%[58.9 µM]
